# Compound activity deposited in PubChem by National Center for Advancing Translational Sciences (NCATS).
# IL-2 act: activates IL-2 in a cell-based reporter assay | activation, % (series mostly up to about 46 µM) | 360,000 compounds, 0.065% hits | AID 652025 | IL-2 activation reporter assay, cell-based qHTS; stimulated with anti-CD3/CD4/CD28 beads; in transgenic mouse T cells; in the data active = activation above about 50%; inconclusive = mostly about 30% to 49%; note: 0% is about no effect
#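 Readout: EGFP and DsRed signals by fluorescent plate cytometry. Unstimulated transgenic mouse T cells received compound 60 min before antibody-bead stimulation, then incubated 18 h at 37 degrees C.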
# Abeta yeast res: compounds reversing amyloid beta toxicity in yeast; Potency, µM (titrated, usually from 46.1 µM), for the others: top-dose growth rescue, usual class: activators; 410,000 compounds, 0.063% hits; yeast expressing A-beta42, growth rescue, OD600, 48 h; response scale: 0% DMSO, 100% iron-clioquinol control; AID 1347071; note: potency is the fitted concentration of half-maximal effect; nearly all actives have a fitted effect of over 55% in size
#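 Yeast growth medium received pinned compounds, then yeast cells expressing toxic A-beta were added; plates incubated at 30 C for 48 hr. Growth read as absorbance at 600 nm, normalized to DMSO and equimolar FeCl3 plus clioquinol controls.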
# PI5P4K alpha inh: blocks human PI5P4K alpha kinase activity | PI5P4Kalpha enzyme, ADP-Glo luminescence, 60 min; hits give low values | AID 652105 | P48426 | 330,000 compounds, 1.2% hits | max response, %; active = max response of -50% or lower; inconclusive = between -30% and -50%; inactive = -30% or higher; note: value at the top dose of about 77 µM; % is set by controls: 0 for no effect and ±100 for the full control effect
# Target sequence (P48426 whole entry, looked up): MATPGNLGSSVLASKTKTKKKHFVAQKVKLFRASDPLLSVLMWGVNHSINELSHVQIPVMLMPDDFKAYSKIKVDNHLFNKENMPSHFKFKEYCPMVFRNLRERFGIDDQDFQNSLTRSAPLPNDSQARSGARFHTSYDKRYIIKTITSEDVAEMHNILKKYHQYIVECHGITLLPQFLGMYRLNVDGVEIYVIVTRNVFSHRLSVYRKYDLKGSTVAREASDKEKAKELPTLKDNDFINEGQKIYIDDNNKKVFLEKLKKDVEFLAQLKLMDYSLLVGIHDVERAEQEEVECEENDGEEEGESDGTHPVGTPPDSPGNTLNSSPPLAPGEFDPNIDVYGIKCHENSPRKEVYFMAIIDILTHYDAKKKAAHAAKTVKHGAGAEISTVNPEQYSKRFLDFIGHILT
#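 qHTS, 1536-well: enzyme/substrate mix, compound by pin tool, 5 microM ATP final; RT 60 min; ADP-Glo reagents 1 (45 min) then 2 (30 min); luminescence.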
# EPAC1 antagonist: EPAC1 (human) antagonism; O95398; EPAC1 GEF assay, Rap1b-BODIPY-GDP exchange fluorescence; Potency, µM (titrated, usually from 115 µM), inactives show at the highest dose activity change, negative = inhibition, actives largely listed as inhibitors; 360,000 compounds, 0.14% hits; AID 720709;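 note: potency is the fitted concentration of half-maximal effect; plate controls were vehicle for no effect and positive control for full effect; nearly all actives have a fitted effect of over 50% in size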
# FUS suppressor: rescues growth of FUS-expressing yeast; 390,000 compounds, 0.24% hits; S. cerevisiae FUS-expressing, growth rescue, OD600, 24 h; Potency, µM (top dose mostly 76.6 µM), inactives show at the highest dose growth rescue (activation), usual class: activators;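 note: potency is the fitted concentration of half-maximal effect; plate controls were DMSO vehicle for no effect and reference control for full effect; nearly all actives have a fitted effect of over 55% in size; some results filed as inactive show a strong effect at the top dose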
#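 Absorbance at 600 nm, taken 24hr after compound addition, measured rescue of FUS-yeast growth at 30C. Induction used 2% galactose with seeding at OD 0.005. Controls: CP55940 from 92uM final, DMSO only.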
# EPAC1 agonist: EPAC1 (human) agonism; O95398; EPAC1 agonist qHTS, biochemical assay; response scale: 100% = response to 6.5 mM cAMP; Potency, µM (titrated, usually from 154 µM), for inactives: top-dose activation, usual class: activators; 360,000 compounds, 0.073% hits; note: potency is the fitted concentration of half-maximal effect; nearly all actives have a fitted effect of over 60% in size
#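 Nucleotide exchange by EPAC1 (100 nM) on Rap1B–BODIPY-GDP (250 nM) in the presence of 50 uM GDP is tracked fluorescently at 480/540 nm over 30 min. Signals are normalized to a 6.5 mM cAMP control.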
# aSyn rescue: alpha-synuclein toxicity inhibition in yeast; Yeast expressing alpha-synuclein, growth rescue, BacTiter-Glo, 24 h; Potency, µM (titrated, usually from 46.1 µM), without a hit: at the top dose growth rescue (activation), hits mostly activators; 370,000 compounds, 0.14% hits; note: potency is the fitted concentration of half-maximal effect; % of control where 0% means no effect; nearly all actives have a fitted effect of over 65% in size
#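 Screening used galactose-induced yeast with toxic alpha-synuclein levels, exposed to compound for 24 hr at 30 deg C. Cell growth, read with BacTiter-Glo luminescence, gave the measured signal.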
# WRN helicase inh: blocks human WRN helicase; Q14191; 360,000 compounds, 0.46% hits; WRN helicase unwinding, fluorescent forked duplex, kinetic; Potency, µM (series often up to 114 µM), for inactives: at the highest dose activity change, negative = inhibition, hits mostly inhibitors; note: potency is the fitted concentration of half-maximal effect; % is set by controls: 0 for no effect and ±100 for the full control effect; nearly all actives have a fitted effect of over 55% in size
#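 Fluorescence dequenching readout, ex 525 nm/em 598 nm, kinetic mode: forked duplex DNA (100 nM final) with adjacent fluorophore and quencher unwound by WRN (20 nM final) with 2 mM ATP. Compound preincubation 15 min, room temperature.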
# PLK1 PBD block: PLK1 (human) polo-box domain binding inhibition | Plk1 PBD binding of FITC phosphopeptide, fluorescence polarization | P53350 | 360,000 compounds, 2.8% hits | Potency, µM, for the others: max response, negative = inhibition, hits mostly inhibitors; note: potency is the fitted concentration of half-maximal effect; series mostly up to about 57 µM; % is set by controls: 0 for no effect and ±100 for the full control effect; nearly all actives have a fitted effect of over 65% in size
# Target sequence (P53350 whole entry, looked up, the tested form may be a part): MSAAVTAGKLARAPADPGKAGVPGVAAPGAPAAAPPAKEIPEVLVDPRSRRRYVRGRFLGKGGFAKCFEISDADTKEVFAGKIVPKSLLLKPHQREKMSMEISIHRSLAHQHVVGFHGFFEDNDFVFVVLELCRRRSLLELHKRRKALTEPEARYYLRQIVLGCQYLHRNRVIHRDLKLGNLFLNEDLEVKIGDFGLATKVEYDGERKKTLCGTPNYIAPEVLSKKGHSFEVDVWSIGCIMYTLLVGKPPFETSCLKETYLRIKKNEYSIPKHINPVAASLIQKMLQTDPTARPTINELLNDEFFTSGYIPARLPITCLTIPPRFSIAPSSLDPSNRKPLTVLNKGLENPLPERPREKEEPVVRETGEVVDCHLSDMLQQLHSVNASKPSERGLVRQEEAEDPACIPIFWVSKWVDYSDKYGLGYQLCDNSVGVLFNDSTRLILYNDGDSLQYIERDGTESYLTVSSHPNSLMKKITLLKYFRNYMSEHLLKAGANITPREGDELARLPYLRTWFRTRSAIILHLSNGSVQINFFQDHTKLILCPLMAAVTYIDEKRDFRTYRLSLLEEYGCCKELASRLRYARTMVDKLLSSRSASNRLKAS
# Starred values were filed as active, the others as inactive; u = inconclusive; x = no result given; [ ] = another dose, or the depositor's remark. Unless noted, calls come from the whole dose curve; as a rule, active = well fitted curve in the direction sought with a large enough effect; inconclusive = small, poorly fitted or top-dose-only effect, or another doubt; inactive = no such curve, though single readings can be large; an effect the other way counts as inactive or inconclusive.
mol	IL-2 act	Abeta yeast res	PI5P4K alpha inh	EPAC1 antagonist	FUS suppressor	EPAC1 agonist	aSyn rescue	WRN helicase inh	PLK1 PBD block
CCOC(=O)C1CCN(C(=O)CCc2c(C)nc3ncnn3c2C)CC1	-2.4	4%	2	1%	5%	4%	8%	-3%	-13%
Cc1cc2ncc(C(=O)Nc3ccsc3C(=O)O)c(C)n2n1	-1.6	6%	-25	-12%	1%	9%	0%	4%	-11%
Cc1ccc(CNS(=O)(=O)N(C)C)cc1	-1.6	11%	2	8%	6%	0%	-8%	3%	-6%
CCOc1ccccc1NC(=O)CC1(CC(=O)N2CCOCC2)CCCC1	0.2	1%	-5	2%	-3%	3%	1%	2%	1%
Cc1ccc(NC(=O)C(C)N2CCCc3ccccc32)cc1S(=O)(=O)N1CCOCC1 (configuration not stated)	-1.3	-1%	-5	-11%	u	-1%	-1%	0%	-2%
CN1CCN(S(=O)(=O)c2cccc(C(=O)N(C)CC(=O)Nc3ccc(Cl)c(Cl)c3)c2)CC1	-0.8	6%	2	-14%	-3%	-11%	-5%	3%	-14%
CCOc1ccc(CNC(=O)CCC(=O)n2ncc3ccc(Cl)cc32)cc1	0.5	6%	-2	-12%	-17%	0%	1%	3%	-16%
NC(=O)CC(NC(=O)c1cccc(Br)c1)c1ccc(N2CCCCCC2)c([N+](=O)[O-])c1 (configuration not stated)	1.1	3%	-1	-4%	29%	8%	3%	-4%	0%
CCC(c1nnnn1C(C)(C)C)N1CCN(c2cc(Cl)ccc2C)CC1 (configuration not stated)	-0.1	-28%	2	-15%	-19%	0%	-10%	-8%	5%
COc1cc(C(=O)NNC(=O)c2cc(C)[nH]n2)cc(OC)c1OC	3.0	-15%	-2	14%	21%	-3%	0%	7%	-21%
O=C(NCCO)c1ccc(-c2cnc3cccnn23)cc1	-0.5	1%	2	-1%	-26%	-9%	-1%	9%	6%
S=c1cn[nH]c2ccccc12	-0.5	-13%	-15	-3%	-26%	8%	-6%	-15%	u
CCN(CC)C(=O)C1=C(C)N(Cc2ccc(C(C)(C)C)cc2)C(=O)C(CC(=O)NCC2CCCCC2)C1 (configuration not stated)	-1.5	3%	0	-19%	u	-23%	0%	-9%	-1%
Cc1ccc(NCc2nnc(SCC(=O)c3ccccc3)n2Cc2ccco2)c(C)c1	-2.3	13%	-29	-2%	41%	13%	8%	-19%	-14%
C=CCNC(=O)C(=O)NCC1CCCN1S(=O)(=O)c1cccs1 (configuration not stated)	5.0	7%	-1	2%	35%	-55%[inhibitor]	-4%	-12%	0%
O=C(c1ccco1)N1CCN(Cc2ccccc2Br)CC1	-0.5	-15%	0	-4%	-26%	15%	-1%	4%	-12%
Cc1ccccc1NC(=O)c1cc(=O)c2ccccc2o1	-0.1	-21%	0	8%	16%	-3%	-10%	-5%	-8%
COc1cc(/C=N/NC(=O)c2cnccn2)ccc1O	-0.3	8%	-1	-4%	x	1%	3%	4%	-5%
Cc1cc(NC(=O)c2cccc(Cl)c2)n[nH]1	-0.4	-4%	-1	-11%	-7%	0%	-2%	-3%	3%
COc1ccc(N2C(=O)CNC2=S)cc1	-0.5	2%	-8	-1%	x	-2%	12%	7%	0%
Cc1ccc(C(=O)N2[C@@H]3CN(C)C(=O)[C@@]2(C)[C@H]2C(=O)N(C)C(=O)[C@@H]32)cc1	-0.3	-20%	1	-8%	-22%	5%	0%	-2%	2%
CCOc1ccc(C(C)NC(=O)c2ccc3c(c2)NC(=O)C(C)S3)cc1OCC (configuration not stated)	-0.5	-12%	-1	-4%	9%	-5%	1%	-6%	-16%
Cc1c2cnn(CC(=O)N3CCOCC3)c(=O)c2c(C)n1Cc1ccccc1F	-2.5	-10%	-4	3%	-13%	0%	u	-5%	-6%
CC(C)(C)c1cc(NCCCn2ccnc2)n2ncc(-c3ccc(Cl)cc3)c2n1	-1.7	-54%[inhibitor]	x	u	41%	12%	-34%[inhibitor]	-17%	-3%
O=c1c2c(ncn1CCO)nc1n2CCC1	3.7	-12%	-2	-10%	3%	0%	-2%	-1%	-8%

# Following part.
mol	IL-2 act	Abeta yeast res	PI5P4K alpha inh	EPAC1 antagonist	FUS suppressor	EPAC1 agonist	aSyn rescue	WRN helicase inh	PLK1 PBD block
CCn1c(SCC(=O)N(C)CCC#N)nc2cc(S(=O)(=O)N3CCOCC3)ccc21	-4.0	13%	6	14%	1%	1%	3%	7%	-3%
CC(C)n1c(CNC(=O)c2ccccc2F)nnc1SCC(=O)NC1CCCCC1	-1.4	-15%	-71*	u	33%	-23%	-8%	-13%	-13%
c1ccc(Cn2cc(CNc3ccccc3)nn2)cc1	0.3	5%	3	-21%	-12%	2%	9%	-1%	1%
O=C(COC(=O)c1cccc(Cl)c1Cl)NCc1cccs1	1.6	1%	-6	-20%	9%	1%	0%	-2%	-1%
COC(=O)c1ccc(CSc2nnc(NC(=O)C3CCCO3)s2)cc1 (configuration not stated)	0.3	-13%	-13	-13%	18%	1%	8%	-1%	-6%
COC(=O)c1ccc(C)c(NS(=O)(=O)c2ccc3c(c2)OCCO3)c1	0.8	-24%	x	-25%	38%	9%	-2%	-18%	-5%
COc1ccc(NC(=O)c2cc(=O)[nH]c3ccccc23)cc1S(=O)(=O)N1CCOCC1	-0.9	9%	3	5%	0%	11%	-1%	-4%	-1%
COC(=O)[C@@]1(Cc2ccc(F)cc2)[C@H]2c3cc(C(=O)N(C)C)n(CCSCCO)c3C[C@H]2CN1C(=O)c1ccccc1	-0.3	-2%	-1	-14%	33%	7%	-6%	2%	-12%
Cc1cc(N2CCN(C)CC2)nc2ccc(NC(=O)CCC(=O)NCCc3ccc(Cl)cc3)cc12	-0.1	-9%	5	-19%	1%	7%	-10%	13%	-8%
Cc1ccccc1-c1coc2cc(O)ccc2c1=O	0.8	12%	-23	-10%	16%	3%	-5%	2%	u
COc1ccc(N2CCN(C(C)=C3C(=O)c4ccccc4C3=O)CC2)cc1	0.1	2%	-8	-13%	-5%	-15%	9%	-3%	0%
O=C(CN1CCCCC1)Nc1ccc(Br)cc1[N+](=O)[O-]	-0.9	5%	12	-11%	21%	9%	3%	-11%	1%
O=C(CSc1nnc(-c2c[nH]c3ccccc23)n1C1CC1)NC1CCS(=O)(=O)C1 (configuration not stated)	-2.9	-11%	4	18%	1%	-17%	5%	-7%	1%
COc1ccccc1N(CC(=O)N/N=C/c1ccccc1C(=O)O)S(C)(=O)=O	-3.0	-18%	-6	u	21%	6%	1%	-16%	-20%
CC(=NO)c1ccc2c(c1)C(=NO)c1ccccc1-2	0.0	-49%[inhibitor]	24	1%	x	4%	9%	-5%	-8%
Cc1cccnc1NC(=O)Nc1cccc(Cl)c1	-0.4	-10%	8	-17%	27%	-4%	7%	-21%	-9%
O=C(Nc1ccc(Cl)cc1C(=O)NCC1CCCO1)c1ccco1 (configuration not stated)	-1.4	-11%	x	-1%	16%	-1%	-2%	0%	-4%
COCCn1c(=O)c2cc3c(=O)n(CCOC)c(=O)c3cc2c1=O	-2.3	-18%	x	7%	20%	-7%	-6%	-10%	-5%
COC(CNC(=O)c1ccc2c(=O)n(Cc3ccc4c(c3)OCO4)c(=S)[nH]c2c1)OC	-1.9	-5%	-8	15%	13%	1%	-6%	-8%[57.1 µM]	-17%
COC(=O)C[C@H]1C=C[C@@H](NC(=O)Nc2c(C)noc2C)[C@@H](CO)O1	-0.5	2%	-2	7%	-9%	8%	0%	7%	-4%
COc1ccc(-c2ccccc2)cc1NC(=O)c1ccncc1	-0.5	14%	7	-8%	11%	6%	5%	-3%	-3%
COc1cccc(CNC(=O)c2nnn(CC(=O)Nc3cccc(C)c3)c2N)c1	-2.5	-5%	2	-10%	25%	2%	-9%	-13%	-14%
Cc1cccc(C(=O)Nc2ccc(NC(=O)c3cccc(C)c3)cc2)c1	0.7	-1%	-15	-2%	-11%	-19%	-8%	12%	-12%
O=C(NCCc1c[nH]c2ccccc12)C(=O)NCC1OCCN1S(=O)(=O)c1cc(F)ccc1F (configuration not stated)	-0.5	2%	-17	-6%	31%	5%	2%	-4%	-17%
Cc1cccc(NS(=O)(=O)c2ccc(C)c(NS(=O)(=O)c3cccs3)c2)c1	4.3	-4%	-18	u	35%	-16%	-4%	u	-8%

# (further entries)
mol	IL-2 act	Abeta yeast res	PI5P4K alpha inh	EPAC1 antagonist	FUS suppressor	EPAC1 agonist	aSyn rescue	WRN helicase inh	PLK1 PBD block
COc1ccc(S(=O)(=O)Nc2ccc(S(=O)(=O)Nc3cc(C)nc(C)n3)cc2)cc1OC	-0.7	-6%	-11	-4%	-15%	-4%	-3%	-7%	4%
O=C(Cc1ccc2c(c1)OCCO2)N1CCN(S(=O)(=O)c2ccccc2C(F)(F)F)CC1	-4.5	7%	-3	4%	x	-6%	4%	2%	-2%
CC1(C(=O)NC2CCCCCCC2)CCC(=O)N1Cc1cccnc1 (configuration not stated)	-2.7	6%	x	8%	6%	-1%	1%	9%	0%
Cc1cc(Br)cc(Cl)c1OCC(=O)NC(=O)NCc1ccccc1	-2.3	-3%	2	-1%	17%	5%	-3%	-2%	-13%
Cc1ccccc1N1CC(C(=O)Nc2ccc(S(=O)(=O)NCC3CCCO3)cc2)CC1=O (configuration not stated)	-1.3	-10%	0	-10%	30%	2%	1%	-2%	u
CN1c2ccccc2N(C)C1(C)c1cccc2ccccc12	0.1	0%	-25	4%	x	0%	-7%	-13%	-4%
Cn1c(=O)[nH]c(=O)c2c1nc(SCCO)n2CCCc1ccccc1	-0.8	15%	-7	9%	4%	7%	10%	-2%	-7%
